DNA FID counter = fluorescent intercalator displacement, NS3 helicase counter-screen | DNA fluorescent intercalator displacement, fluorescence | inhibition, % at 7.9 µM | 0.17% of 290,000 active | AID 1845; in the data active = inhibition above about 37%;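 also: 0% = vehicle and 100% = reference compound; higher means more ethidium bromide displaced from hairpin DNA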
HCV NS3 hel inh = blocks Hepatitis C virus NS3 helicase unwinding; 0.56% of 290,000 active; inhibition, % at 10.9 µM; AID 1800; NS3 helicase DNA unwinding, Cy5 molecular beacon fluorescence;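 active = inhibition above the mean of all tested compounds plus 3 SD, set per campaign, cut at about 35% in these data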;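 also: 0% = DMSO wells and 100% = thioflavine S control wells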
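Material: hepatitis C virus NS3 helicase domain fragment enzyme; measured by: Cy5 fluorescence, 0 and 60 min reads; control set: DMSO and thioflavine S; incubation: 60 min unwinding reaction at 25 °C after ATP addition; read-out basis: % inhibition from 60/0 min fluorescence ratio, DMSO 0%, thioflavine S 100%; repeats: singlicate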
VIM-2 inhibitor = inhibitors of Pseudomonas aeruginosa VIM-2 metallo-beta-lactamase; AID 1527; 0.89% of 290,000 active; inhibition, % at 5.6 µM; purified VIM-2, nitrocefin hydrolysis, epi-absorbance fluorescence;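 active = inhibition above the mean of all tested compounds plus 3 SD, cutoff set per screening run, cut at about 7.5% in these data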;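 also: red hydrolysis product quenches plate fluorescence so inhibitors raise well fluorescence; 0% = enzyme with DMSO and 100% = DMSO without enzyme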
IDE act = boosts human insulin-degrading enzyme activity in HEK cells. P14735. FAbeta-B cleavage, fluorescence polarization; 0% vehicle, 100% cell-free pure enzyme wells. activation, % at 5.96 µM. 0.073% of 340,000 active;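 active = activation above the mean of all tested compounds plus 3 SD, set per screening campaign, cut at about 17% in these data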
pCIP destab = compounds decreasing mouse p/CIP protein stability; Q05BA5; F442A p/CIP-EGFP cells, EGFP fluorescence, 16 h; decrease of EGFP signal, % at 10 µM; 0.01% of 290,000 active; AID 1984;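 active = EGFP signal decrease of at least 30% at 10 µM or well 3 SD below plate mean, unless failing retest; inactive = the rest, including hits failing retest or dose response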; also: some compounds called inactive have numbers as strong as hits; many of its hits are not listed in these tables
Target sequence (Q05BA5 1-1403): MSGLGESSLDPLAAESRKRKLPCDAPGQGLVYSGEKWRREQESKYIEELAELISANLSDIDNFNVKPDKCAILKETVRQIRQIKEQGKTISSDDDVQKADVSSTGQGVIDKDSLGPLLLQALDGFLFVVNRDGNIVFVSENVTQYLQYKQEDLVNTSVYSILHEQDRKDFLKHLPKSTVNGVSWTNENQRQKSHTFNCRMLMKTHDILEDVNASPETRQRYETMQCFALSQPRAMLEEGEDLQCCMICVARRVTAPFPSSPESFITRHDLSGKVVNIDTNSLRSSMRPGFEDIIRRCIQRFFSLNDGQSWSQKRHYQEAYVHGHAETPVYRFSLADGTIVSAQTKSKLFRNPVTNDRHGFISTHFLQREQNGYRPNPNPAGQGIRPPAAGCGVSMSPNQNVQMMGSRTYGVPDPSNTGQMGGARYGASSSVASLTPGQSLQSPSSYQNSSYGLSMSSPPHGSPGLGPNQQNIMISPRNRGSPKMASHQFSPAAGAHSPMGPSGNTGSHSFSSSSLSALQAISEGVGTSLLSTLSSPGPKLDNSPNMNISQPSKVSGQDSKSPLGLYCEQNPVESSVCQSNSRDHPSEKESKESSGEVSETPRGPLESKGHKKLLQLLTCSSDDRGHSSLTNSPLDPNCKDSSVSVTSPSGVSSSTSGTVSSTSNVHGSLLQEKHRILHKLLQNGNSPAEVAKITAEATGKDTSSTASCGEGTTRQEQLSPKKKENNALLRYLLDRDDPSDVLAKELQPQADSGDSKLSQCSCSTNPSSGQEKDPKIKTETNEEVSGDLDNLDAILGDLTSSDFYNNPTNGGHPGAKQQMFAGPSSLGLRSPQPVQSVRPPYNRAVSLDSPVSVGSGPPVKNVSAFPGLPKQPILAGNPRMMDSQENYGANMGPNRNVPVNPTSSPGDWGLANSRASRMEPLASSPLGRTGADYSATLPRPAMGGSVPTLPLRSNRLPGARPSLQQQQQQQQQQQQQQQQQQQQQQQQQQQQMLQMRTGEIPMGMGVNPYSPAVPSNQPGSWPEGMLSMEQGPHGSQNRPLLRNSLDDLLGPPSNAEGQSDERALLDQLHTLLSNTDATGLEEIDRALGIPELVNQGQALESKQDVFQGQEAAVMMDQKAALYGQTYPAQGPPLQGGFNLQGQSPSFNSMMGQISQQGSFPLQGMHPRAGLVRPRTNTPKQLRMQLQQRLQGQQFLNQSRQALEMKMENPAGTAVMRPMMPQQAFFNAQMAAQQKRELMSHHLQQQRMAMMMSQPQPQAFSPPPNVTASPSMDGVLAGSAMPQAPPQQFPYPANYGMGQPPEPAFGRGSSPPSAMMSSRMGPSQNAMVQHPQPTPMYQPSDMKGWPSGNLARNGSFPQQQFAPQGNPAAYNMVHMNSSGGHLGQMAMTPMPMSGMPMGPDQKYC
IDE inh = cellular human IDE inhibition | 0.41% of 320,000 active | inhibition, % at 5.59 µM | HEK cells, FAbetaB cleavage, fluorescence polarization | AID 434962 | P14735;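 active = percent inhibition above the average of all tested compounds plus 3 SD, set per screening campaign, cut at about 16% in these data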;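 also: IDE supplied by intact live HEK cells; FP after avidin binding of uncleaved biotin substrate so inhibition keeps polarization high; 0% = DMSO wells and 100% = 60 µM reference IDE inhibitor Ii1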
PfM18AAP inh = PfM18AAP enzyme inhibition; inhibition, % at 7.35 µM; 1.2% of 290,000 active; recombinant PfM18AAP, H-Glu-NHMec fluorogenic cleavage;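 active = inhibition above the campaign mean inhibition over all tested compounds plus 3 SD, cut at about 28% in these data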;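 also: 0% = plate median of test compound wells and 100% = 2 mM ZnCl2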
UBC9 SUMO inh = SUMOylation inhibition; P63279; HTRF SUMOylation assay, SAE1/SAE2 + UBC9, in vitro; inhibition, % at 35 µM; 0.36% of 290,000 active; AID 2006; in the data active = inhibition above about 50%, passing the limit was not always enough; also: strong numbers were not always called active
IMP-1 inhibitor = blocks Pseudomonas aeruginosa IMP-1 metallo-beta-lactamase; inhibition, % at 5.6 µM; purified IMP-1, nitrocefin hydrolysis, epi-absorbance fluorescence; AID 1556; 0.45% of 290,000 active;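 active = inhibition above the mean plus 3 SD of all compounds in the same screening run, cut at about 4.5% in these data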;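 also: 0% = IMP-1 with DMSO and 100% = DMSO wells lacking enzyme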
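System: Purified recombinant IMP-1 metallo-beta-lactamase enzyme | Measured by: Fluorescence quenching readout, ex 480/em 530 nm | Replication: Singlicate | Incubation: 15 min preincubation plus 25 min reaction at 25 °C | Evaluation: Percent inhibition from optical density relative to buffer-blank wells | Benchmarks: DMSO with and without IMP-1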
The depositor's hits bear a star.

How did Cn1c(=O)c(=O)n(C)c2cc(S(=O)(=O)N3CCC(N4CCCCC4)CC3)ccc21 do in these assays?
DNA FID counter: 2.6; HCV NS3 hel inh: -21.9; VIM-2 inhibitor: -3.4; IDE act: -0.2; IDE inh: 0.4; PfM18AAP inh: 5.0; IMP-1 inhibitor: -2.0

Results for C=CCOc1ccc(CN(C)Cc2nc3cc(C(F)(F)F)ccc3c(=O)[nH]2)cc1 ?
DNA FID counter: -6.5; HCV NS3 hel inh: 2.1; VIM-2 inhibitor: -3.7; IDE act: 1.2; pCIP destab: -9.6; IDE inh: -5.9; PfM18AAP inh: -9.5; UBC9 SUMO inh: 5.0; IMP-1 inhibitor: -3.4

What do the screens show for `CC1CC(C)CN(S(=O)(=O)c2ccc(Cl)cc2)C1` (stereo unspecified)?
DNA FID counter: -21.0; HCV NS3 hel inh: 1.7; VIM-2 inhibitor: -0.5; IDE act: -3.2; pCIP destab: 10.3; IDE inh: 2.2; PfM18AAP inh: 5.1; UBC9 SUMO inh: -1.3; IMP-1 inhibitor: -2.2

What do the screens show for `CCNc1nn2ccccc2c1/C=C(\C#N)C(=O)OCC`?
DNA FID counter: -14.8; HCV NS3 hel inh: 7.9; VIM-2 inhibitor: 1.9; IDE act: 2.9; pCIP destab: 3.2; IDE inh: 3.3; PfM18AAP inh: 4.1; UBC9 SUMO inh: -5.1; IMP-1 inhibitor: -2.5

Results for CC(=O)Nc1cccc(NC(=O)CSc2nnnn2Cc2ccccc2)c1 ?
DNA FID counter: -9.5; HCV NS3 hel inh: -1.2; VIM-2 inhibitor: -1.4; IDE act: -3.7; pCIP destab: -4.7; IDE inh: 5.8; PfM18AAP inh: 2.6; UBC9 SUMO inh: 13.9; IMP-1 inhibitor: -4.2

How did Cc1c(C=O)c2ccccn2c1C(=O)c1ccc(Cl)c([N+](=O)[O-])c1 do in these assays?
DNA FID counter: -24.1; HCV NS3 hel inh: -8.0; VIM-2 inhibitor: 0.7; IDE act: -2.7; pCIP destab: -26.0; IDE inh: 6.3; PfM18AAP inh: -15.0; UBC9 SUMO inh: 24.5; IMP-1 inhibitor: -1.2

What do the screens show for `COC(=O)c1[nH]c2ccccc2c1NC(=O)C(C)N1CCOCC1` (stereo unspecified)?
DNA FID counter: -8.6; HCV NS3 hel inh: -2.2; VIM-2 inhibitor: -0.5; IDE act: 1.1; pCIP destab: -2.2; IDE inh: 10.1; PfM18AAP inh: -7.5; UBC9 SUMO inh: 29.1; IMP-1 inhibitor: -1.6

How did CCS(=O)(=O)n1nc(-c2ccc(C)cc2)nc1N do in these assays?
DNA FID counter: -0.8; HCV NS3 hel inh: 1.6; VIM-2 inhibitor: -3.1; IDE act: 5.1; pCIP destab: -3.4; IDE inh: -1.1; PfM18AAP inh: -4.4; UBC9 SUMO inh: -1.7; IMP-1 inhibitor: -4.1

Results for OCCNCCO ?
DNA FID counter: 0.1; HCV NS3 hel inh: -2.9; VIM-2 inhibitor: -2.5; IDE act: -1.7; pCIP destab: -12.6; IDE inh: 0.2; PfM18AAP inh: 1.1; UBC9 SUMO inh: -0.9; IMP-1 inhibitor: -3.8

How did Cn1cc(CN(CCO)Cc2cccs2)c(-c2ccccc2F)n1 do in these assays?
DNA FID counter: 0.0; HCV NS3 hel inh: -3.0; VIM-2 inhibitor: -3.0; IDE act: 10.1; pCIP destab: -9.8; IDE inh: -5.4; PfM18AAP inh: -0.9; UBC9 SUMO inh: 12.2; IMP-1 inhibitor: -0.5

What do the screens show for `CN(C)CCNC(=O)c1ccc(CS(=O)(=O)c2ccc(Br)cc2)o1`?
DNA FID counter: 4.7; HCV NS3 hel inh: -2.9; VIM-2 inhibitor: 0.5; IDE act: 0.8; IDE inh: 1.0; PfM18AAP inh: 1.2; IMP-1 inhibitor: -3.1

How did CCOC(=O)c1nn(-c2ccc3c(c2)CCN3C(C)=O)cc1O do in these assays?
DNA FID counter: -4.3; HCV NS3 hel inh: -5.2; VIM-2 inhibitor: 0.2; IDE act: -1.1; pCIP destab: 4.5; IDE inh: 5.2; PfM18AAP inh: 0.8; UBC9 SUMO inh: 52.5*; IMP-1 inhibitor: -0.4

Results for Cn1c(/C(C#N)=C(\O)c2ccc([N+](=O)[O-])s2)nc2ccccc21 ?
DNA FID counter: -0.3; HCV NS3 hel inh: -9.9; VIM-2 inhibitor: -4.8; IDE act: 5.7; pCIP destab: 2.7; IDE inh: -0.4; PfM18AAP inh: -3.7; UBC9 SUMO inh: 20.7; IMP-1 inhibitor: -2.5

How did CCOc1ccc(-c2n[nH]c(C(=O)NN)c2C)cc1 do in these assays?
DNA FID counter: -4.1; HCV NS3 hel inh: -6.9; VIM-2 inhibitor: -5.5; IDE act: 1.7; pCIP destab: -20.6; IDE inh: 5.9; PfM18AAP inh: -1.9; UBC9 SUMO inh: 6.3; IMP-1 inhibitor: -4.1

Results for O=C(Nc1ccccc1C(=O)N1CCCCC1)c1ccco1 ?
DNA FID counter: -2.2; HCV NS3 hel inh: 5.4; VIM-2 inhibitor: -1.5; IDE act: 7.4; pCIP destab: 2.9; IDE inh: -1.1; PfM18AAP inh: -19.8; UBC9 SUMO inh: 4.9; IMP-1 inhibitor: 0.0

How did COc1ccc2[nH]c(C(=O)N3CCC(Cc4ccccc4)CC3)cc2c1 do in these assays?
DNA FID counter: -29.7; HCV NS3 hel inh: -0.2; VIM-2 inhibitor: -0.3; IDE act: 1.2; pCIP destab: -3.7; IDE inh: -0.2; PfM18AAP inh: -13.3; UBC9 SUMO inh: -1.1; IMP-1 inhibitor: 0.7

What do the screens show for `Cc1nc(Nc2ccc(Cl)cc2)c2nnn(Cc3ccccc3)c2n1`?
DNA FID counter: -4.4; HCV NS3 hel inh: -5.5; VIM-2 inhibitor: -1.1; IDE act: 4.0; pCIP destab: -14.9; IDE inh: 1.8; PfM18AAP inh: -1.6; UBC9 SUMO inh: 7.0; IMP-1 inhibitor: -0.9

How did Cc1nc(N2CCN(Cc3ccccc3)CC2)nc2c1CCC2 do in these assays?
DNA FID counter: -2.2; HCV NS3 hel inh: -1.8; VIM-2 inhibitor: -2.9; IDE act: 8.6; pCIP destab: 2.9; IDE inh: 2.0; PfM18AAP inh: -4.0; UBC9 SUMO inh: -1.1; IMP-1 inhibitor: -3.7

Results for O=C(c1cc([N+](=O)[O-])ccc1N1CCCCC1)N1CCCC1 ?
DNA FID counter: -3.4; HCV NS3 hel inh: -11.5; VIM-2 inhibitor: -4.0; IDE act: 7.8; pCIP destab: -13.3; IDE inh: 2.7; PfM18AAP inh: -0.2; UBC9 SUMO inh: -0.1; IMP-1 inhibitor: -6.8

How did CC(C)Oc1cccc(C(=O)C2CCCN(C(=O)c3cc(C4CC4)[nH]n3)C2)c1 (stereo unspecified) do in these assays?
DNA FID counter: -35.9; HCV NS3 hel inh: 5.4; VIM-2 inhibitor: -3.6; IDE act: -2.5; pCIP destab: 10.9; IDE inh: 2.1; PfM18AAP inh: 3.8; UBC9 SUMO inh: -16.4; IMP-1 inhibitor: -2.2

Continued, overlapping the part above by 2 compounds.
Results for O=C(c1cc([N+](=O)[O-])ccc1N1CCCCC1)N1CCCC1 ?
DNA FID counter: -3.4; HCV NS3 hel inh: -11.5; VIM-2 inhibitor: -4.0; IDE act: 7.8; pCIP destab: -13.3; IDE inh: 2.7; PfM18AAP inh: -0.2; UBC9 SUMO inh: -0.1; IMP-1 inhibitor: -6.8

How did CC(C)Oc1cccc(C(=O)C2CCCN(C(=O)c3cc(C4CC4)[nH]n3)C2)c1 (stereo unspecified) do in these assays?
DNA FID counter: -35.9; HCV NS3 hel inh: 5.4; VIM-2 inhibitor: -3.6; IDE act: -2.5; pCIP destab: 10.9; IDE inh: 2.1; PfM18AAP inh: 3.8; UBC9 SUMO inh: -16.4; IMP-1 inhibitor: -2.2

What do the screens show for `O=C(O)c1ccc(Cn2cc(Cl)cn2)cc1`?
DNA FID counter: 0.8; HCV NS3 hel inh: -19.0; VIM-2 inhibitor: -2.0; IDE act: 3.2; pCIP destab: -12.8; IDE inh: 2.9; PfM18AAP inh: -0.8; UBC9 SUMO inh: 10.8; IMP-1 inhibitor: -2.8

Results for O=C1CSC(c2cccc([N+](=O)[O-])c2)N1C1CC2CCC1C2 (stereo unspecified) ?
DNA FID counter: -16.5; HCV NS3 hel inh: -4.3; VIM-2 inhibitor: -2.4; IDE act: -0.2; pCIP destab: -14.0; IDE inh: -6.5; PfM18AAP inh: -4.4; UBC9 SUMO inh: 3.8; IMP-1 inhibitor: -0.9

What do the screens show for `COc1ccc(S(=O)(=O)NCCOc2cccc3cccnc23)cc1OC`?
DNA FID counter: -18.4; HCV NS3 hel inh: 26.9; VIM-2 inhibitor: -2.1; IDE act: 7.6; pCIP destab: -3.7; PfM18AAP inh: 9.2; UBC9 SUMO inh: 13.8; IMP-1 inhibitor: -2.2

How did FC(F)(F)c1ccccc1NC(=S)N1CCN(c2ccccn2)CC1 do in these assays?
DNA FID counter: 2.9; HCV NS3 hel inh: 2.6; VIM-2 inhibitor: -4.7; IDE act: 0.7; pCIP destab: -21.5; IDE inh: -7.5; PfM18AAP inh: 1.9; UBC9 SUMO inh: 4.2; IMP-1 inhibitor: -4.0

How did CC(C)(C)c1ccc(C(=O)N2CCC(C(=O)NC3CC3)CC2)cc1 do in these assays?
DNA FID counter: -25.1; HCV NS3 hel inh: -5.8; VIM-2 inhibitor: 2.5; IDE act: 6.6; pCIP destab: 4.7; IDE inh: -2.0; PfM18AAP inh: -7.4; UBC9 SUMO inh: -1.4; IMP-1 inhibitor: -1.5

Results for O=C(c1ccccc1)N(Cc1cccnc1)C1(C(=O)Nc2ccccc2)CCCCC1 ?
DNA FID counter: -1.5; HCV NS3 hel inh: -13.9; VIM-2 inhibitor: -4.9; IDE act: 5.1; pCIP destab: -10.6; IDE inh: 5.0; PfM18AAP inh: -5.1; UBC9 SUMO inh: -6.3; IMP-1 inhibitor: -1.6

Results for COc1ccc(-c2csc(N3CCN(S(=O)(=O)c4ccc5c(c4)NC(=O)CO5)CC3)n2)cc1 ?
DNA FID counter: -33.1; HCV NS3 hel inh: -16.6; VIM-2 inhibitor: -1.8; IDE act: -3.8; pCIP destab: 4.2; IDE inh: 4.5; PfM18AAP inh: 2.4; UBC9 SUMO inh: -24.4; IMP-1 inhibitor: -1.4

How did COc1ccc([N+](=O)[O-])cc1NC(=O)CSc1ccccc1 do in these assays?
DNA FID counter: 8.4; HCV NS3 hel inh: -9.6; VIM-2 inhibitor: 2.8; IDE act: 5.2; pCIP destab: 0.0; IDE inh: 0.4; PfM18AAP inh: -7.3; UBC9 SUMO inh: 11.2; IMP-1 inhibitor: 0.4

How did CCC(=O)Oc1ccc(C(=O)Nc2cccc(C(=O)NCC(C)C)c2)cc1 do in these assays?
DNA FID counter: -16.8; HCV NS3 hel inh: -8.2; VIM-2 inhibitor: 1.3; IDE act: 0.3; pCIP destab: -1.1; IDE inh: -2.5; PfM18AAP inh: -5.3; UBC9 SUMO inh: 13.2; IMP-1 inhibitor: -1.3

Results for COc1ccc2c(c1)[nH]c1c(=O)n(Cc3ccccn3)cnc12 ?
DNA FID counter: -0.5; HCV NS3 hel inh: 2.8; VIM-2 inhibitor: -3.4; IDE act: 2.8; pCIP destab: 10.0; IDE inh: -1.5; PfM18AAP inh: 6.3; UBC9 SUMO inh: 6.1; IMP-1 inhibitor: -3.6
